CAL PDZ FP-1: CAL PDZ peptide-binding inhibitors, primary screen, biochemical, fluorescence polarization, Cer-tagged CAL PDZ, HTS; inhibition, % at 20 µM; 330,000 compounds, 0.02% hits; AID 504414, 2011; purified CAL PDZ, TMR-peptide fluorescence polarization, 1 h;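 active means highest replicate inhibition of at least 40%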;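 further: plate controls were DMSO neutral control wells for no effect and unlabeled competitor peptide control wells for full effect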
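Material – purified CerCALP PDZ construct · Detection – FP readout, S and P plane fluorescence · Measure – percent inhibition from loss of millipolarization · Controls – unlabelled peptide for full inhibition, DMSO wells as neutral · Probe or stimulus – TMR-labelled reporter peptide T*-PRC34 bound in PDZ groove · Times – 1 h at RT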
SR-BI uptake up: activators of SR-BI mediated DiI-HDL uptake, primary screen, ldlA[mSR-BI] CHO cells, DiI fluorescence | 3 h; 100 = double the neutral-control signal | activation, % at 12.5 µM | 320,000 compounds, 0.096% hits;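 active means mean replicate activation of at least 60% and every replicate at or above 60%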;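 further: 0% = median plate neutral-control signal and 100% = twice that signal; values of inactives mirror those of a sister screen read the other way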
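Test system: SR-BI-overexpressing, LDLR-lacking CHO cells. Measured by: DiI fluorescence, bottom read. Medium: Ham's F12 with 0.5% BSA, HEPES 25 mM, pH 7.4. Timing: 3 h uptake period with compound, 37 °C.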
MITF TRPM1 HTS: activators of MITF-driven TRPM1 promoter reporter, primary screen, cell-based, SK-MEL-5, luciferase, single point | SK-MEL-5 TRPM1-promoter luciferase, 24 h; % of positive control, neutral wells = 0 | activation, % at 12.5 µM | 300,000 compounds, 0.75% hits;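 active means mean activation of at least 80% with every replicate also reaching 80%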;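 further: 0% = neutral control wells and 100% = parthenolide positive control wells; values of inactives mirror those of a sister screen read the other way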
E coli growth: E. coli V3065 growth inhibition, primary screen, counter-screen for AddAB inhibitor project, absorbance, OD600 | 18 h | inhibition, % at 11.9 µM | 330,000 compounds, 0.27% hits | AID 449728, 2010;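 active means inhibition above the campaign's mean inhibition across all tested compounds plus 3 SD, cut at about 9.9% in these data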;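 further: uninfected addAB+ strain grown without phage in ampicillin broth; 0% = DMSO wells and 100% = ciprofloxacin 0.95 µg/ml wells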
Wnt bcat act: Wnt/beta-catenin pathway activators, primary screen, cell-based, plate reader, single point. Wnt/beta-catenin reporter cell assay, activator. activation, % at 9.35 µM. 300,000 compounds, 1.2% hits; in the data active means activation above about 30%, passing the limit was not always enough;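 further: 0% = neutral control wells and 100% = positive control wells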
AddAB inh: growth inhibition of E. coli expressing H. pylori AddAB, primary screen, AddAB inhibitor project, absorbance. inhibition, % at 11.9 µM. 330,000 compounds, 0.29% hits. AID 435030, 2010; in the data active means inhibition above about 12%;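 further: 0% = vehicle wells of infected cells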
Tat transport: E. coli Tat export inhibitors, primary screen, MC4100, TorA-mCherry reporter, fluorescence, single point | inhibition, % at 10 µM | 340,000 compounds, 0.036% hits | AID 488895, 2010;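 active means mean replicate inhibition at least 50% and at least half of replicates individually reaching 50%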;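 further: exported cargo escapes ClpAP degradation while cytoplasmic cargo is degraded and loses fluorescence; 0% = median of neutral control wells and 100% = median of NaSCN control wells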
CAL PDZ FP-2: untagged CAL PDZ binding inhibitors, primary screen, biochemical, fluorescence polarization, HTS; Golgi-associated PDZ and coiled-coil motif-containing protein (Homo sapiens), Q9HD26; purified CAL PDZ, TMR-peptide fluorescence polarization, 1 h; inhibition, % at 24.9 µM; 300,000 compounds, 0.92% hits; AID 602252, 2012;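 active means mean inhibition of at least 30% with at least half of replicates also reaching 30%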;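 further: 0% = DMSO neutral control and 100% = excess unlabeled competitor peptide PRC23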
phage Ecoli inh: growth loss of phage-infected E. coli, primary screen, RecBCD inhibitor project, absorbance, with phage, HTS; inhibition, % at 11.9 µM; 360,000 compounds, 0.26% hits; AID 651602, 2012; in the data active means inhibition above about 11%
SR-BI HDL uptake: inhibitors of SR-BI mediated HDL lipid uptake, primary screen, ldlA[mSR-BI] cells, fluorescence, single point; Scavenger receptor class B member 1 (Mus musculus), Q61009; ldlA[mSR-BI] CHO cells, DiI-HDL uptake fluorescence, 3 h; inhibition, % at 12.5 µM; 320,000 compounds, 0.96% hits; AID 488896, 2010;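 active means mean replicate inhibition of at least 70% and a set share of replicates each scoring 70 or more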;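 further: 0% = median of neutral control wells and 100% = median of positive control wells; values of inactives mirror those of a sister screen read the other way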
Target sequence (Q61009 whole entry, looked up): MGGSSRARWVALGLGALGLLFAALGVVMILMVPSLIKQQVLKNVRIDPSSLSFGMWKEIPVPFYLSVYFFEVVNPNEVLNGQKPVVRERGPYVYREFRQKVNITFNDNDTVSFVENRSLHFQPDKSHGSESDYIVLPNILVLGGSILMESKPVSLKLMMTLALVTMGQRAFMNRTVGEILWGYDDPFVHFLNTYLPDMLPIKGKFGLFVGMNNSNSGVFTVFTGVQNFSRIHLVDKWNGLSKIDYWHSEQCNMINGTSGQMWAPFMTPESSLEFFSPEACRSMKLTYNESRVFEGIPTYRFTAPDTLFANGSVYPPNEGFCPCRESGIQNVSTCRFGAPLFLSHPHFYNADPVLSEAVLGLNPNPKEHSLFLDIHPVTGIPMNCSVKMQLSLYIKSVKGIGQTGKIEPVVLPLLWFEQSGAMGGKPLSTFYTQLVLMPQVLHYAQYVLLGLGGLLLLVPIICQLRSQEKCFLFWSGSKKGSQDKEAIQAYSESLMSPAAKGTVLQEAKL
* = called active by the depositor; . = no result given.

structure | CAL PDZ FP-1 | SR-BI uptake up | MITF TRPM1 HTS | E coli growth | Wnt bcat act | AddAB inh | Tat transport | CAL PDZ FP-2 | phage Ecoli inh | SR-BI HDL uptake
C=CCOC(=O)C(C#N)c1nc2ccccc2nc1N1CCCC1 (centres undefined) | -0.4 | -11 | 6 | -4.4 | . | -0.7 | -1 | -9 | 1.4 | 11
O=C(O)c1ccc(/C=N/NC(=S)NCc2ccccc2)cc1 | 1.1 | 7 | -5 | 0.8 | 5 | -1.7 | -5 | -1 | 0.4 | -7
O=C(c1ccc(NS(=O)(=O)c2ccc3[nH]c(=O)[nH]c3c2)cc1)N1CCN(c2ccccc2)CC1 | -0.9 | 4 | 0 | 0.9 | -1 | -0.6 | -2 | -12 | -0.6 | -4
COc1ccc(Cc2c(O)nc(SCC(=O)N3CCCCCC3)[nH]c2=O)cc1 | -2.2 | 18 | -1 | 1.6 | 2 | 0.8 | 20 | -2 | 0.3 | -18
COc1ccc(C2CCCN2C(=O)c2cccs2)cc1 (centres undefined) | 0.7 | 11 | -4 | 1.9 | . | 3.2 | -7 | -4 | 0.8 | -11
Nc1cc(-c2ccc(Br)cc2)[nH]n1 | -1.4 | . | -5 | -0.6 | 1 | 2.2 | 3 | -3 | 5.8 | .
CSc1nc(C)cc(SCC(=O)Nc2ccccc2)n1 | -1.5 | -33 | -5 | -0.1 | . | -2.0 | 1 | -4 | 2.0 | 33
CC(C(=O)Nc1ccccc1)N1CCN(c2ccccn2)CC1 (centres undefined) | -1.7 | 10 | -2 | -0.8 | 2 | -2.3 | 0 | -1 | 1.1 | -10
CCSc1nnc(NC(=O)c2csc(C)c2)s1 | 0.1 | -7 | 84* | 0.0 | 18 | 0.9 | 8 | 1 | 2.0 | 7
CN(CCc1ccccc1)C(=O)c1ccc(NC(=O)Cc2ccc(NC(=O)C3CCN(S(=O)(=O)c4cccc([N+](=O)[O-])c4)CC3)cc2)cc1 | 0.2 | -7 | -14 | . | -2 | . | 3 | -2 | -2.8 | 7
CCCOC(=O)c1ccc(-n2nnnc2SCC(=O)N2CCCCC2)cc1 | -2.9 | -18 | . | -0.7 | -1 | 2.4 | -1 | -4 | 2.9 | 18
Cc1cccc(C(=O)Nc2ccccc2-c2nnn(CC(=O)Nc3ccc4c(c3)OCCO4)n2)c1 | -1.4 | -12 | 11 | -0.3 | -3 | -0.2 | -6 | -6 | -0.5 | 12
CC(C)(C)OC(=O)NCCCCCNC(=O)c1[nH]cnc1C(=O)N[C@@H](Cc1ccccc1)C(=O)OCc1ccccc1 | -0.8 | -5 | -7 | -2.5 | -3 | 1.4 | 6 | -3 | -0.5 | 5
CCOc1ccccc1NC(=O)CSc1nc(=O)n(CCCN2CCOCC2)c2c1CCC2 | -2.0 | -12 | 0 | -1.7 | 1 | 0.0 | 1 | 1 | 2.1 | 12
O=P(OC1CCCCC1)(OC1CCCCC1)C(O)c1cccnc1 (centres undefined) | -1.2 | 16 | -10 | 0.2 | 1 | -0.6 | 0 | -6 | -2.2 | -16
NNC(=O)c1cc2c(N3CCC(Cc4ccccc4)CC3)ncnc2s1 | -1.6 | -80 | -10 | -1.4 | 0 | -0.1 | -1 | -6 | 1.8 | 80*
O=C(CSc1nccn1-c1ccc(Cl)cc1)NCc1ccc2c(c1)OCO2 | -0.8 | 18 | . | -1.4 | -1 | -1.9 | -5 | . | -0.2 | -15
CCOC(=O)c1ccc(S(=O)(=O)N2CCN(CCC#N)CC2)cc1 | 0.4 | -13 | . | 2.9 | 1 | 2.5 | 0 | . | 2.1 | 13
Cc1cccc(NC(=S)NC2CCN(Cc3ccccc3)CC2)c1C | -0.6 | 29 | -7 | 3.1 | -3 | 4.2 | -5 | -2 | 3.9 | -29
CSCC(=O)N1CCCC(CO)(Cc2ccccc2C)C1 (centres undefined) | 0.7 | -5 | -9 | -1.3 | -1 | -0.1 | 1 | 5 | 3.8 | 5
CCOC(=O)C(NC(=O)c1cccc(Cl)c1)(Nc1sc2c(c1C(N)=O)CCC2)C(F)(F)F (centres undefined) | -0.5 | -12 | 1 | -0.5 | -2 | -0.7 | 2 | 0 | 4.9 | 12
O=C(Nc1ccc(-c2csc(Nc3ccccc3)n2)cc1)c1cccc(C(F)(F)F)c1 | -2.3 | -114 | -21 | -3.5 | -7 | 1.0 | -2 | 2 | 2.4 | 114*
O=C(c1ccccc1Br)N(Cc1ccccc1)c1ccccc1 | -0.7 | 3 | -3 | 1.3 | -1 | 0.7 | 9 | -2 | -0.4 | -3
COCCn1c(SCC(=O)NC2CC2)nnc1-c1ccco1 | -2.1 | 14 | 2 | 0.6 | -1 | 1.4 | 2 | -1 | -1.0 | -14
COc1ccc(CN2CCNC(=O)C2CC(=O)N(C)Cc2ccno2)c(F)c1 (centres undefined) | -0.1 | 25 | -3 | -1.1 | 1 | 2.3 | -6 | 2 | 1.7 | -25
Cc1csc2c(N(C)CCO)ncnc12 | -0.8 | 24 | -4 | 1.1 | 5 | 4.4 | -6 | -3 | -0.1 | -24
Cc1ccc(C(NC(=O)/C=C\c2ccc3c(c2)OCO3)C(=O)Nc2ccc3c(c2)OCO3)cc1 (centres undefined) | -0.5 | -17 | 3 | 3.3 | . | 3.2 | -7 | . | 4.0 | 17
CC(C)NC(=O)COc1ccc(S(=O)(=O)N2CCCC2)cc1 | -1.0 | 41 | . | 0.5 | 0 | 4.7 | -2 | -6 | 1.2 | -41
O=C(NCc1ccc2c(c1)OCO2)C1CCCN(S(=O)(=O)c2cccs2)C1 (centres undefined) | 0.5 | 2 | . | -0.7 | -5 | 2.3 | -5 | . | 1.3 | -3
COC(=O)c1sc(NC(=O)c2cccc([N+](=O)[O-])c2)c(C(N)=O)c1C | -2.6 | -13 | -15 | 1.7 | 4 | 2.8 | -1 | -3 | -1.5 | 13
O=C(CCS(=O)(=O)c1ccccc1)Nc1ccc(N2CCOCC2)cc1 | -0.1 | 24 | 12 | -0.3 | -1 | 4.2 | 5 | -6 | 5.5 | -24
NS(=O)(=O)c1ccc(CCNC(=O)COC(=O)Cc2c(F)cccc2Cl)cc1 | -2.4 | 3 | 4 | -0.6 | 2 | 1.6 | 6 | -5 | -1.7 | -3
CC(=O)c1ccc(NCC(=O)N2CCN(S(=O)(=O)c3ccccc3)CC2)cc1 | -0.4 | 20 | -11 | -0.9 | 3 | 2.5 | -4 | 2 | -0.3 | -20
CCCCCc1ccc(-c2cn(CCc3c[nH]c4ccccc34)nn2)cc1 | -0.2 | -1 | 7 | -0.2 | 0 | 3.9 | 7 | -1 | 3.0 | 1
COC(=O)C1=C(C)N(CCCC(=O)O)C(=O)NC1c1ccc(-c2ccccc2)cc1 (centres undefined) | -3.0 | 0 | 1 | 0.3 | 0 | 3.6 | 3 | -18 | 2.2 | 0
Cc1ccc(-n2c(C)cc(/C=C(\C#N)C(=O)NCC3CCCO3)c2C)cc1 (centres undefined) | -0.4 | -9 | 79 | -0.7 | 38* | 0.3 | 7 | . | 1.0 | 9
COc1ccc(-c2cc3ccccc3nc2N)cc1OC | -2.0 | -2 | 6 | -1.9 | 4 | 0.2 | -7 | -2 | 1.2 | 2
Cc1cccc(/C=N/NC(=O)c2cccc(Cl)c2)n1 | -1.4 | -3 | -18 | -2.2 | 4 | -1.6 | -6 | -2 | -0.5 | 3
CCOc1ccc(NC(=S)N2CCCN(Cc3cc(C)ccc3C)C2)cc1 | -3.5 | . | -1 | 3.5 | -2 | 0.6 | 1 | 2 | 3.7 | .
Cc1onc(-c2c(F)cccc2Cl)c1C(=O)NC1CCCCCC1 | -1.4 | -10 | -13 | 0.2 | -2 | 2.9 | -5 | 0 | 0.4 | 10
COc1cc(SC)ccc1C(=O)Nc1nc2ccccc2[nH]1 | -3.0 | -57 | -97 | -0.8 | -1 | -1.3 | -2 | -1 | -2.0 | 57
C=CCOc1ccc(/C=C/C(=O)OCC(=O)NCCCc2ccccc2)cc1 | -0.4 | 9 | 13 | 1.3 | 2 | 1.9 | -7 | -1 | 0.2 | -9
COC(=O)/C(=C/c1ccco1)NC(=O)c1ccco1 | -0.6 | 3 | -18 | 2.1 | -14 | 3.2 | -3 | 1 | 3.2 | -3
Cc1ccc(S(=O)(=O)C(C)C(=O)NCCS(=O)(=O)c2ccc(Cl)cc2)cc1 (centres undefined) | -2.5 | 8 | 7 | -0.6 | -2 | 5.0 | -2 | -2 | 2.9 | -8

Copied from the results shown, 8 compounds:
structure | CAL PDZ FP-1 | SR-BI uptake up | MITF TRPM1 HTS | E coli growth | Wnt bcat act | AddAB inh | Tat transport | CAL PDZ FP-2 | phage Ecoli inh | SR-BI HDL uptake
COc1ccc(-c2cc3ccccc3nc2N)cc1OC | -2.0 | -2 | 6 | -1.9 | 4 | 0.2 | -7 | -2 | 1.2 | 2
Cc1cccc(/C=N/NC(=O)c2cccc(Cl)c2)n1 | -1.4 | -3 | -18 | -2.2 | 4 | -1.6 | -6 | -2 | -0.5 | 3
CCOc1ccc(NC(=S)N2CCCN(Cc3cc(C)ccc3C)C2)cc1 | -3.5 | . | -1 | 3.5 | -2 | 0.6 | 1 | 2 | 3.7 | .
Cc1onc(-c2c(F)cccc2Cl)c1C(=O)NC1CCCCCC1 | -1.4 | -10 | -13 | 0.2 | -2 | 2.9 | -5 | 0 | 0.4 | 10
COc1cc(SC)ccc1C(=O)Nc1nc2ccccc2[nH]1 | -3.0 | -57 | -97 | -0.8 | -1 | -1.3 | -2 | -1 | -2.0 | 57
C=CCOc1ccc(/C=C/C(=O)OCC(=O)NCCCc2ccccc2)cc1 | -0.4 | 9 | 13 | 1.3 | 2 | 1.9 | -7 | -1 | 0.2 | -9
COC(=O)/C(=C/c1ccco1)NC(=O)c1ccco1 | -0.6 | 3 | -18 | 2.1 | -14 | 3.2 | -3 | 1 | 3.2 | -3
Cc1ccc(S(=O)(=O)C(C)C(=O)NCCS(=O)(=O)c2ccc(Cl)cc2)cc1 (centres undefined) | -2.5 | 8 | 7 | -0.6 | -2 | 5.0 | -2 | -2 | 2.9 | -8

Screening results from PubChem BioAssay.
